GCN5L2 inh: GCN5L2 (KAT2A) acetyltransferase inhibition; Q92830; GCN5L2 HAT assay, ThioGlo1 CoA-SH fluorescence; Potency, µM (top dose mostly 58.9 µM), for inactives: top-dose activity change, negative = inhibition, hits mostly inhibitors; actives 0.21% (n = 390,000); AID 504327
Target sequence (Q92830 whole entry, looked up): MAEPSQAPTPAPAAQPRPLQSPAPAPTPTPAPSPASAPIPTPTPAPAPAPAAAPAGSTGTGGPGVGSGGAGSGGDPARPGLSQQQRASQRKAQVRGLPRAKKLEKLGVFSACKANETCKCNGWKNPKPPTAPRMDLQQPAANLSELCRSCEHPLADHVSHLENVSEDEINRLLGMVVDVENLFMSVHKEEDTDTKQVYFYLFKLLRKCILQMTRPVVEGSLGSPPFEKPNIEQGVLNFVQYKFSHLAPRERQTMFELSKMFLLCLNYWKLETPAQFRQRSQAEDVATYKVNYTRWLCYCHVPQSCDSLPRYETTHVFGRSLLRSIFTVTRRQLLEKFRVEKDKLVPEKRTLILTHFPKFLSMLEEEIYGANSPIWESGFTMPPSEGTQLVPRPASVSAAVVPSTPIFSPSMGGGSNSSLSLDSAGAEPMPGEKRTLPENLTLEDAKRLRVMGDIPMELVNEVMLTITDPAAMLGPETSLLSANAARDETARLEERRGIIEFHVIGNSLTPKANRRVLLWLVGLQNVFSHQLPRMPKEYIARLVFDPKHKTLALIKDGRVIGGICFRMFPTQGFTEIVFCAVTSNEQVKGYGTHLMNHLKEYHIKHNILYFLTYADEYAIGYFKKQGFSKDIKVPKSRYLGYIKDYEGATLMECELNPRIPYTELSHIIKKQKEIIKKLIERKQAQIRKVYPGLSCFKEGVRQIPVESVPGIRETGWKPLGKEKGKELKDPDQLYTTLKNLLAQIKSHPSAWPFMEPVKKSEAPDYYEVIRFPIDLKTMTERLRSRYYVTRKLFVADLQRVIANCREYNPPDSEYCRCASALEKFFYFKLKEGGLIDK
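GCN5L2 (20 nM) in 50mM HEPES pH 7.5, 0.1mM EDTA, 0.01% Tween-20 preincubated 15 min with compounds at room temperature. Reaction started with H3(1-25) 75uM, acetyl-CoA 70uM, ThioGlo1 50uM; CoA-thiol fluorescence (Ex340/Em540) read at 0 and 20 min.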
FEN1 inhibitor: blocks human flap endonuclease 1; Recombinant FEN1 flap cleavage, fluorescence, 15 min; Potency, µM (highest dose often 114 µM), inactives show top-dose activity change, negative = inhibition, usual class: inhibitors; P39748; AID 588795; actives 0.35% (n = 390,000); also: nearly all actives have a fitted effect of over 65% in size
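Potency values derive from four-parameter Hill fits of normalized qHTS data. The reaction used 10 nM FEN1 preincubated 15 min at room temperature with compound, then 50 nM DNA substrate, read at 0 and 15 min.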
N370S GC mod: inhibitors or activators of N370S glucocerebrosidase for Gaucher disease. P04062. N370S GC spleen homogenate, 4MU-glucoside fluorescence. Potency, µM (titrated, usually from 59.4 µM), inactives show top-dose activity change, negative = inhibition, hits mostly inhibitors. actives 0.092% (n = 330,000). AID 2101;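 also: 0% = full enzyme activity and -100% = no enzyme basal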
* hit, by the source's call; ? = inconclusive; / = not tested or not shown; & = joins results of further samples; [ ] = another dose, or the depositor's remark. Calls follow the shape of the dose curve; as a rule, active = well fitted curve in the direction sought with a large enough effect; inconclusive = small, poorly fitted or top-dose-only effect, or another doubt; inactive = no such curve, though single readings can be large; an effect the other way counts as inactive or inconclusive. Unless noted, % is scaled to controls: 0 for no effect and ±100 for the full control effect; potency is read from the fitted curve at half-maximal effect.

SMILES	GCN5L2 inh	FEN1 inhibitor	N370S GC mod
CCn1cc(C(=O)N2CCc3ccccc32)c(=O)c2cc(S(=O)(=O)N(C)C3CCCCC3)ccc21	-9.2%	-10.1%	21.4%
Cn1cccc1/C=C1\Cc2ccccc2C1=O	-5.8%	6.1%	4.9%
CSCCC(NC(=O)c1ccco1)C(=O)OC(C)C(=O)NC(=O)NC1CCCCC1 (stereo not drawn)	-3.9%	7.5%	-2.4%
Cc1nc2c(sc(=S)n2Cc2ccco2)c(=O)n1CC(=O)Nc1ccccc1Cl	0.3%	2.8%	-1.0%
CC(=O)N(C)c1ccc(NC(=O)c2ccco2)cc1	0.8%	7.5%	5.4%
O=C(/C=C/c1ccco1)Nc1ccc2c(c1)OCCO2	-5.8%	3.8%	-4.8%
CS(=O)(=O)NCCC1=CCCCC1	-1.8%	1.7%	2.4%
Cc1cc(C)cc(C(=O)NCC(=O)NCc2ccc(S(N)(=O)=O)cc2)c1	26.9%	0.4%	-0.2%
O=S(=O)(NCCc1ccccc1)c1ccc(F)cc1Br	-0.1%	-9.6%	/
COc1ccc(S(=O)(=O)NCC2CCC(C(=O)NCC(OC)OC)CC2)cc1 (stereo not drawn)	-5.2%	6.5%	-15.3%
COc1ccccc1CNC(=O)c1cc(S(=O)(=O)N2CCCCCC2)cn1C	1.9%	10.5%	/
CC1C(=O)CCN(C(C)(C)C)C1C (stereo not drawn)	-1.5%	-12.5%	-8.9%
CC(=O)Nc1ccc(S(=O)(=O)NCC(=O)OCC(=O)N2CCN(c3ccccc3)CC2)cc1	-4.4%	-3.0%	-0.9%
CC(=O)Nc1nc(-c2cccc3ccccc23)cs1	-4.9%	6.4%	-1.0%
CN(C)S(=O)(=O)c1cccc(C(=O)Nc2ccccc2C(=O)NC2CC2)c1	-0.3%	-13.1%	/
CCOc1ccc(C2C=C(c3ccccc3)Nc3nnnn32)cc1 (stereo not drawn)	-8.2%	-1.8%	-31.6%
O=C(NCc1ccccc1)c1cc(-c2cccc(O)c2)on1	-0.5%	-10.7%	0.6%
CCCC(c1nnnn1CCOC)N1CCN(Cc2ccccc2)CC1 (stereo not drawn)	-13.2%	-1.3%	2.4%
Cc1cc(-n2c(C)cc(C(=S)N3CCOCC3)c2C)ccc1Br	-1.8%	-18.7%	27.6%
COc1ccccc1C1CCN(C(=O)c2cccc([N+](=O)[O-])c2)CC1	0.0%	0.3%	-3.3%
CSCCC(C(=O)OC1CCOC1=O)N1C(=O)c2ccccc2C1=O (stereo not drawn)	-13.6%	-9.1%	0.4%
O=C(NC(C(=O)N/N=C/c1ccncc1)c1n[nH]c(=O)c2ccccc12)c1ccccc1 (stereo not drawn)	-2.9%	10.2%	-21.9%
CCCCn1c(N)c(N(CCOC)C(=O)COC(=O)C(C)(C)Oc2ccc(Cl)cc2)c(=O)[nH]c1=O	1.3%	4.3%	0.1%
O=C(NCC1COc2ccccc2O1)C1C2C=CC3(CN(Cc4ccccc4Cl)C(=O)C13)O2 (stereo not drawn)	0.8%	4.2%	0.4%
Cc1cc(C)n(-c2nc3ccccc3nc2N2CCN(S(=O)(=O)c3cccc(C#N)c3)CC2)n1	-8.9%	-14.3%	0.0%
C/C(=N\NC(=O)c1cccc(S(=O)(=O)N2CCCC2)c1)c1ccc(F)cc1	-5.0%	-3.4%	-1.3%
Cc1ccc(-c2nc3c(c(=O)c4ccccc4n3C)c(=O)n2-c2ccc(F)cc2)cc1	1.3%	1.4%	-1.1%
Cc1cccc(NC(=O)CSc2c(C)cnc3c2c(=O)n(C)c(=O)n3C)c1C	-2.4%	18.5%	/
C/C(CCN1CCCCc2nc(C)c(C)cc21)=N\O[C@H](C)c1cn([C@H](CO)Cc2ccccc2)nn1	-0.7%	/	-14.7%
COc1ccc(N=C2S/C(=C\c3cc(C)n(C)c3C)C(=O)N2CC(C)C)cc1	-20.9%	-20.4%	?
CN(CC(=O)Nc1ccccc1C(=O)Nc1ccccc1)C1CCCCC1	-7.1%	-25.1%	/
Cc1sc2ncnc(NCC(C)(C)N3CCOCC3)c2c1C	-4.3%	-10.1%	16.0%
C=C1N(C)c2cc([N+](=O)[O-])c(N)cc2C1(C)C	0.6%	-14.0%	-6.4%
CC(C)CCn1c(N2CCOCC2)nc2c1c(=O)n(CC(N)=O)c(=O)n2C	-0.7%	-4.1%	-5.6%
CC(=O)NC(c1cccs1)c1cc([N+](=O)[O-])c2cccnc2c1O (stereo not drawn)	-4.0%	-19.4%	-16.8%
O=NN(CCc1ccncc1)c1ccc(OCc2ccccc2)cc1	-15.3%	-8.4%	-7.6%
O=C1c2ccccc2-c2c1nc1c([n+]2[O-])CCCC1	0.1%	-1.0%	-1.4%
CCOc1ccc(-c2cc3c(=O)n(Cc4nc(-c5ccc(OC)cc5OC)oc4C)ccn3n2)cc1Cl	-5.4%	13.7%	/
Cc1cc(C)nc(Sc2nc(Cl)nc(N(c3ccccc3)c3ccccc3)n2)n1	40.4%[activator]	-0.8%	-17.2%
COC(=O)C1(C)NC(c2ccc(O)cc2)C2C(=O)N(c3ccccc3)C(=O)C21 (stereo not drawn)	3.7%	12.4%	-13.1%
O=[N+]([O-])c1ccc(S(=O)(=O)Nc2ccncc2)cc1	-2.7%	4.0%	-3.0%
Cc1nc2ccc(Br)cn2c1C(=O)N/N=C\c1ccccc1[N+](=O)[O-]	-6.3%	-1.6%	14.2%
COc1ccc(-n2nc3c(c2NC(=O)c2ccccc2S(=O)(=O)C(F)F)CS(=O)(=O)C3)cc1	-1.1%	-9.0%	-0.3%
CC1(C)C[C@@H]1C(=O)N/C(=C\CCCCSC[C@H](N)C(=O)O)C(=O)O	-1.1%&-2.8%	17.3%	-9.1%
O=C(COc1ccccc1)Nc1nc(-c2ccncc2)cs1	-20.8%	-3.2%	-6.0%
O=C1c2cnc3nc(SCc4ccccc4)nn3c2CC2c3ccccc3CCN12 (stereo not drawn)	-2.7%	1.9%	16.9%
Cc1nn(C)c(C)c1S(=O)(=O)N1CCC(C(=O)NC2CCCCC2)CC1	-11.3%	1.5%	-3.5%
Cc1cc(C)n(-c2ccc(C(=O)Nc3ccccn3)cc2)n1	-7.6%	3.2%	1.8%
O=C(COC(=O)/C=C/c1ccc(F)cc1)NC1CCS(=O)(=O)C1 (stereo not drawn)	0.4%	-1.3%	0.9%
CCOC(=O)C1CCCN(C(=O)CN2C(=O)c3ccccc3C2=O)C1 (stereo not drawn)	1.1%	-3.8%	-3.3%

For convenience, part of the list above:
SMILES	GCN5L2 inh	FEN1 inhibitor	N370S GC mod
Cc1nn(C)c(C)c1S(=O)(=O)N1CCC(C(=O)NC2CCCCC2)CC1	-11.3%	1.5%	-3.5%
Cc1cc(C)n(-c2ccc(C(=O)Nc3ccccn3)cc2)n1	-7.6%	3.2%	1.8%
O=C(COC(=O)/C=C/c1ccc(F)cc1)NC1CCS(=O)(=O)C1 (stereo not drawn)	0.4%	-1.3%	0.9%

Carrying on.
SMILES	GCN5L2 inh	FEN1 inhibitor	N370S GC mod
Cn1c(-c2cnn(-c3ccccc3)c2N)n[nH]c1=S	2.8%	-5.0%	5.0%
COc1ccc(CCN(C)C(=S)Nc2cccc(C)c2)cc1OC	1.5%	-1.2%	-16.6%
O=C(Cn1nnc(-c2ccccc2)n1)N=Nc1c(O)[nH]c2ccccc12	-3.2%	-10.4%	4.6%
N#Cc1c[nH]n2c(NC3CCCCC3)c(-c3ccccc3F)nc12	-1.7%	-3.5%	/
Cc1ccc(-n2ncc3c2CCCC3NC(=O)CCC2=NNC(=O)CC2)cc1C (stereo not drawn)	1.7%	1.9%	-1.7%
O=c1oc2ccccc2c(Nc2ccc3ccccc3c2)c1[N+](=O)[O-]	10.6%	9.9%	?
S=C(Nc1ccc(Cl)c(Cl)c1)N1CCN(c2ccccn2)CC1	7.0%	3.0%	3.2%
O=c1[nH]c(SCc2c(Cl)cccc2Cl)nc2ccccc12	0.0%	26.6%	2.4%
CCOc1ccc(/C=N/NC(=O)C(O)c2ccccc2)c(O)c1 (stereo not drawn)	-0.6%	8.5%	9.9%
Cc1cc(C)n2c(SCC(=O)Nc3ccc(F)cc3F)nnc2n1	-15.3%	4.6%	22.3%
Cc1cc(C)cc(NC(=O)CSc2oc(-c3cccs3)nc2S(=O)(=O)c2ccccc2)c1	-4.5%	-21.7%	/
Fc1ccc(CSc2nnc(-c3ccccn3)o2)cc1	-4.0%	17.9%	1.8%
Cc1cccc(C(=O)NC2CC(C)(C)NC(C)(C)C2)c1	-2.2%	-9.4%	-6.5%
Cc1nn(-c2ccccc2)c(C)c1/C=N/NC(=O)c1cc(-c2cccs2)[nH]n1	-1.6%	-20.5%	-8.9%
O=S(=O)(c1cccc(C(F)(F)F)c1)N1CCN(c2cnccn2)CC1	-4.0%	-0.7%	-0.6%
C/C(=N\NC(=S)Nc1cccc(C)c1)c1cc2ccccc2o1	-14.3%	-15.3%	9.3%
CCn1nnnc1SCC(=O)NC1Cc2ccccc2C1	-4.2%	21.0%	-0.8%
Cc1cc(NC(=O)c2ccc(S(=O)(=O)N3CCOCC3)cc2)nc2c1c(=O)oc1ccccc12	-3.6%	/	-9.6%
O=C(Cn1ncc2ccccc21)N1CCc2ccccc21	-14.8%	-13.6%	3.9%
COc1cc2c(cc1NC(=O)C(C)Sc1ccc(C)cc1)oc1ccccc12 (stereo not drawn)	-27.5%	-8.8%	?
CC(=O)c1ccc(S(=O)(=O)N2CCC3(CC2)OCCO3)cc1	1.1%	17.6%	-0.6%
CCC(=O)c1ccc(OCC(=O)N(CC)CC2COc3ccccc3O2)cc1 (stereo not drawn)	0.4%	2.0%	-0.3%
O=C(NC(=S)NC12CC3CC(CC(C3)C1)C2)c1ccc(F)cc1	-3.2%	-4.8%	/
O=C(CN1C(=O)c2ccc([N+](=O)[O-])cc2C1=O)NCCC1=CCCCC1	-3.9%	-5.0%	-2.8%
CCOC(=O)N1CCC(NC(=O)c2oc3c(c2C)-c2[nH]ncc2CC3)CC1	-1.2%	-6.0%	-0.8%
O=C(Nc1ccc(C(=O)O)cc1)/C(=C\c1ccc(F)cc1)NC(=O)c1ccco1	-5.9%	16.6%	-3.5%
Cc1cn(C)c(CC(=O)Nc2cccc(C#N)c2)c1C(=O)O	-3.3%	19.3%	/
CCC1CCCCN1S(=O)(=O)c1cc2c3c(c1)CC(=O)N3CCC2 (stereo not drawn)	-23.3%	13.6%	/
CN(C)c1ccc(NC(=O)CCCCCn2nnc3ccccc3c2=O)cc1	-12.5%	-1.7%	-6.9%
O=C(CCn1c(=S)[nH]c2ccccc2c1=O)NCCSCc1ccccc1	-2.4%	-2.8%	1.2%

Gathered by group, those above containing a nitro group on carbon
SMILES	GCN5L2 inh	FEN1 inhibitor	N370S GC mod
COc1ccccc1C1CCN(C(=O)c2cccc([N+](=O)[O-])c2)CC1	0.0%	0.3%	-3.3%
C=C1N(C)c2cc([N+](=O)[O-])c(N)cc2C1(C)C	0.6%	-14.0%	-6.4%
CC(=O)NC(c1cccs1)c1cc([N+](=O)[O-])c2cccnc2c1O (stereo not drawn)	-4.0%	-19.4%	-16.8%
O=[N+]([O-])c1ccc(S(=O)(=O)Nc2ccncc2)cc1	-2.7%	4.0%	-3.0%
Cc1nc2ccc(Br)cn2c1C(=O)N/N=C\c1ccccc1[N+](=O)[O-]	-6.3%	-1.6%	14.2%
O=c1oc2ccccc2c(Nc2ccc3ccccc3c2)c1[N+](=O)[O-]	10.6%	9.9%	?
O=C(CN1C(=O)c2ccc([N+](=O)[O-])cc2C1=O)NCCC1=CCCCC1	-3.9%	-5.0%	-2.8%

The list goes on:
SMILES	GCN5L2 inh	FEN1 inhibitor	N370S GC mod
CC(Sc1cccc[n+]1[O-])C(=O)Nc1cc(Cl)c(Cl)cc1Cl (stereo not drawn)	2.9%	-0.7%	/
CCn1c(SCc2nc3ccccc3c(=O)[nH]2)nnc1C(C)NC(=O)c1ccccc1 (stereo not drawn)	3.2%	-0.7%	8.4%
Cn1c(N)c(C(=O)COC(=O)/C=C/c2ccc(Cl)cc2)c(=O)n(C)c1=O	-5.0%	-1.2%	/
CC(CSc1nnnn1-c1ccccc1)Cn1c(N2CCN(C)CC2)nc2c1c(=O)[nH]c(=O)n2C (stereo not drawn)	-4.7%	-2.1%	-5.5%
COc1ccc(NC(=O)CCCN2C(=O)CN(C)C2=O)c(OC)c1	-2.5%	9.1%	/
Cc1nn(Cc2ccc(C(=O)Nc3ccccc3C(F)(F)F)o2)c(C)c1Br	-12.5%	-20.5%	16.2%
CC(C)=CC1C(CO)C1(C)C (stereo not drawn)	-4.4%	/	2.4%
O=C(c1ccc(Cn2c(=O)[nH]c3ccccc3c2=O)cc1)N1CCN(c2ccc(Cl)cc2)CC1	-7.0%	-8.2%	?
COc1ccc(/C=C/c2nnc(NC(C)=O)s2)cc1	-13.3%	0.4%	-6.1%
NC(=O)C1=C[C@H](C2CCCCC2)C[C@H](OCc2ccc(CO)cc2)O1	0.7%	0.8%	26.2%
Cc1ccccc1CSc1ncc(CO)n1Cc1ccc(F)cc1	20.0%	-7.1%	/
CC(=O)Nc1ccc(N2CCN(Cc3ccccc3F)CC2)cc1	-12.2%	-2.1%	4.3%

Screening data (PubChem)

These rows are one share of the data (hit frequency here may not be typical).
